# Source: PubChem BioAssay
# CAL-PDZ inh HTS – inhibitors of human CAL PDZ peptide binding; Q9HD26; purified CAL PDZ, TMR-peptide fluorescence polarization, 1 h; inhibition, % at 24.9 µM; actives 0.92% (n = 300,000);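 active means mean inhibition of at least 30% with at least half of replicates also reaching 30%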;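 further: 0% = DMSO neutral control and 100% = excess unlabeled competitor peptide PRC23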
# HTR5A inv ctr – counter-screen for OPRM1-OPRD1 inverse agonists: human HTR5A inverse agonism; HTR5A cell line, luminescence; inhibition, % at 9.3 µM; actives 0.083% (n = 340,000); AID 504634; in the data active means inhibition mostly above about 23%, no sharp cut-off; inactive means mostly below about 18%;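 further: 0% = cells with DMSO and 100% = no-cell wells with DMSO; some compounds called inactive have numbers as strong as hits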
# Target sequence (P47898 whole entry, looked up): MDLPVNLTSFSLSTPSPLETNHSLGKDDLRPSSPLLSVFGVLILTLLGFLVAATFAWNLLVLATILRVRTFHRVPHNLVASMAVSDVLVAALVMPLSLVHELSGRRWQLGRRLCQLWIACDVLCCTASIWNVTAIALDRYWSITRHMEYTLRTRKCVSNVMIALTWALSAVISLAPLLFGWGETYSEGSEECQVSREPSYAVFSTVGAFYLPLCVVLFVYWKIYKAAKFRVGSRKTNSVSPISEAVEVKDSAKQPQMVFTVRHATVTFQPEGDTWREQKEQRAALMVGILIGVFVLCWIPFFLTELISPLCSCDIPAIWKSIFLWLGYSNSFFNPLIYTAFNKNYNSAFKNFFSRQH
# cardiac RTF act – cardiac RTF calcium sensitization | P19429+P45379 | AID 493008 | activation, % at 7.2 µM | actives 0.24% (n = 340,000) | IANBD-labeled TnC RTF fluorescence at EC20 calcium; 0% EC20 calcium, 100% full calcium;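 active means activation above the mean over all tested compounds plus 3 SD, cut at about 30% in these data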;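 further: rise in fluorescence read as greater calcium sensitivity of cardiac thin filaments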
# C-LANA FP – KSHV C-LANA DNA binding inhibition; AID 504423; MBP-C-LANA/FAM-LBS DNA binding, fluorescence polarization; inhibition, % at 9 µM; actives 0.078% (n = 340,000);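 active means highest replicate inhibition at or above 60% at 9 µM, even if other replicates fall short; inactive means all replicates below 60% inhibition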;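 further: 0% = neutral control wells and 100% = 4 µM acridine orange control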
# HTR5A ag ctr – counter-screen for OPRM1-OPRD1 agonists: human HTR5A agonism; HTR5A agonist assay, luminescence, cell-based; activation, % at 9.3 µM; actives 0.61% (n = 340,000); P47898; AID 504692; in the data active means activation mostly above about 9.5%, no sharp cut-off; inactive means mostly below about 7.6%;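 further: 0% = cells with vehicle only and 100% = reference agonist; strong numbers were not always called active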
# V-ATPase pHluor – alters yeast V-ATPase proton transport; S. cerevisiae, pHLuorin cytosolic pH fluorescence; response, % at 10 µM; actives 0.37% (n = 350,000); AID 504577; in the data active means response mostly above about 7.3%, no sharp cut-off; inactive means mostly below about 5.4%; further: actives read high; inactives centre near 0; some compounds called inactive have numbers as strong as hits; reference of the scale not given here
# MOR-DOR ag – OPRM1-OPRD1 heterodimerization agonism; cells, luminescence; AID 504326; activation, % at 9.3 µM; P35372+P41143; actives 0.3% (n = 340,000); in the data active means activation above about 18%;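 further: 0% = vehicle-treated cells and 100% = reference agonist; values of inactives mirror those of a sister screen read the other way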
# Keap1-Nrf2 PPI – inhibitors of human Keap1-Nrf2 protein-protein interaction. inhibition, % at 9.4 µM. Keap1 Kelch-Nrf2 peptide fluorescence polarization, 1536-well. AID 504523. Q14145. actives 0.15% (n = 340,000); in the data active means inhibition above about 12%;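 further: human Keap1 Kelch domain with fluorescein labeled Nrf2 9mer peptide probe; 0% = neutral control wells and 100% = peptide positive control; higher means more block of Keap1 binding to Nrf2 peptide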
# Target sequence (Q14145 whole entry, looked up, the tested form may be a part): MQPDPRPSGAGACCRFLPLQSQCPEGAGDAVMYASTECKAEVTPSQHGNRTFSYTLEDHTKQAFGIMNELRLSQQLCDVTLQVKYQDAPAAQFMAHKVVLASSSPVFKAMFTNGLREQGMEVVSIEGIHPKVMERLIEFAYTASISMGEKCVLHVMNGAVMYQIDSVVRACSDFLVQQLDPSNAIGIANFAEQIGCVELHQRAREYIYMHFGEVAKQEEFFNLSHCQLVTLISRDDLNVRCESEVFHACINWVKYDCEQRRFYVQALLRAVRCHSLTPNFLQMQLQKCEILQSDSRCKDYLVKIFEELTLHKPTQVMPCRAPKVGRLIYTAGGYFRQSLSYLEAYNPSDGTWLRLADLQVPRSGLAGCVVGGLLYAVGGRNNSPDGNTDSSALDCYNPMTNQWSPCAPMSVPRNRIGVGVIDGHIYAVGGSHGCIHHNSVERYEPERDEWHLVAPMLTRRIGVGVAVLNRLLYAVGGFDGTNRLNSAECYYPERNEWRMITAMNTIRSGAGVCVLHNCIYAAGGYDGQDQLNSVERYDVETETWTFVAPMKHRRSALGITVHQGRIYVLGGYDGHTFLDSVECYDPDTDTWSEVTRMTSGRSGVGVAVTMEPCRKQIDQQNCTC
# OPRM1-OPRD1 inv – inverse agonist of human OPRM1-OPRD1 heterodimerization | cell-based MOR-DOR heterodimer luminescence, inverse agonism | AID 504357 | actives 0.21% (n = 340,000) | inhibition, % at 9.3 µM; in the data active means inhibition above about 22%, passing the limit was not always enough;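 further: 0% = cells with DMSO and 100% = wells without cells with DMSO; values of inactives mirror those of a sister screen read the other way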
# Cardiac RTF inh – cardiac RTF calcium desensitization | inhibition, % at 7.15 µM | IANBD-labeled cardiac RTF, Ca2+ fluorescence | AID 493244 | P19429+P45379 | actives 0.12% (n = 340,000);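 active means inhibition above the mean inhibition of all tested compounds plus 3 SD, cut at about 17% in these data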;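 further: assay run at fixed EC70 calcium of 1.6 mM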
# Numbers without * were called inactive; . = not tested or not shown. Hits appear at their usual frequency. Share with any hit: about 2.8%.
SMILES,CAL-PDZ inh HTS,HTR5A inv ctr,cardiac RTF act,C-LANA FP,HTR5A ag ctr,V-ATPase pHluor,MOR-DOR ag,Keap1-Nrf2 PPI,OPRM1-OPRD1 inv,Cardiac RTF inh
C=CC[C@@H](CC(=O)N[C@@H](CO)Cc1ccccc1)C(=O)NC[C@@H](OC(=O)[C@@H](CC=C)CC(=O)OC(C)(C)C)c1ccccc1,-4,-23,5,-0.8,9,-4,-3.4,-4,19,-24
O=C(c1ccc(Oc2ccc(C(F)(F)F)cc2[N+](=O)[O-])cc1)N1CCOCC1,-1,-8,13,-1.3,2,-4,-0.7,-3,3,-12
COc1ccc(-c2nc(S(=O)(=O)c3ccccc3)c(N3CCOCC3)o2)cc1,-2,4,-4,-0.3,-2,-6,-0.1,-7,1,6
COC(=O)C(=C/C=C/c1cccnc1)C(=O)OC,2,14,-1,-1.8,1,0,-2.1,-3,11,-4
O=C(COc1nncc2ccccc12)NCC(F)(F)F,0,23,1,-2.3,4,-2,-1.3,5,7,-25
COC(=O)c1ccccc1NC(=O)N1CCN(c2ccc(OC)cc2)CC1,-4,13,-5,1.2,-2,-1,-0.3,-4,1,-8
CCC(=O)NCCc1c[nH]c2ccccc12,11,11,-5,-1.9,9,0,-1.6,0,10,10
Cn1c(/C=N/O)nc2ccccc21,7,-3,1,-1.0,5,-1,-0.3,0,2,-13
Nc1c(C(=O)c2ccc(F)cc2)oc2ccccc12,.,0,-5,0.1,4,-6,-0.7,-1,4,7
COc1cc(OC)cc(C(=O)N/N=C2/SCC(=O)N2Cc2ccco2)c1,0,18,-7,0.9,-7,5,-0.3,0,2,-7
CCn1c(NCc2ccc(OC)cc2)nc2ccccc21,-2,-6,1,1.4,2,-2,-1.0,-2,5,-4
CCCCCn1c(SCC(=O)OC)nc2c1c(=O)[nH]c(=O)n2C,-9,-12,-3,1.9,0,2,-3.2,-3,18,2
CCn1c(C(=O)N2CCC(C(=O)NCc3ccc4c(c3)OCO4)CC2)cc2sccc21,.,-28,5,-1.0,9,2,0.5,1,-3,-1
Cc1oc(-c2ccc(F)cc2)cc1-c1nn2c(-c3ccoc3C)nnc2s1,-2,-8,-2,2.8,2,-2,-2.3,-8,12,10
COc1ccc(C)cc1NC(=S)Nc1ccccc1SC,-4,10,6,-0.8,-4,2,-3.4,2,17,2
COc1ccc(Oc2ccc3c(C(F)(F)F)cc(C(F)(F)F)nc3n2)cc1,3,2,-4,0.8,-1,0,0.8,-2,-4,-6
CCCCn1c(N)c(N(Cc2ccccc2OC)C(=O)C(C)Oc2ccc(Br)cc2)c(=O)[nH]c1=O (stereo unspecified),-1,-31,-1,-5.5,11,1,-1.7,-1,7,-3
C/C(NCCN1CCOCC1)=C(\C#N)C(N)=O,-6,-24,-2,0.1,-2,0,-1.4,2,8,-1
CCc1cc2cccc(C)c2nc1SCC(=O)N1CCN(C(=O)c2ccco2)CC1,1,-11,-4,-1.5,2,1,-2.7,5,11,-3
O=C1OC(c2ccc(O)cc2)(c2ccc(O)cc2)c2ccccc21,-6,-7,-2,0.3,9,-1,-1.9,-2,10,17
Cc1ccc(C(=O)N2CCC3(CC2)Oc2ccc(Cl)cc2C(=O)C32CC(c3cccnc3)=NO2)s1 (stereo unspecified),2,-23,8,1.0,4,-5,-2.5,-4,11,-3
CC(Sc1nnc(-c2ccccc2)c(-c2ccccc2)n1)C(=O)Nc1ncc(Cl)cc1Cl (stereo unspecified),-3,-3,-3,-1.1,1,1,-1.0,-3,5,0
O=S(=O)(/N=C(/Nc1cccc2ccccc12)c1ccc(F)cc1)c1ccccc1,-6,11,1,-1.0,1,0,1.1,1,-6,-17
O=C(O)CCN1CCc2ccccc2C1c1cccs1 (stereo unspecified),-2,-28,1,-1.4,5,-4,-4.0,-4,19,1
CC(=O)c1sc2nc(SCC(=O)NCCc3ccccc3)[nH]c(=O)c2c1C,-2,-27,0,-1.1,13*,-3,-7.1,-1,23,3
S=C(NCc1ccco1)Nc1ccc(Oc2ccccc2)cc1,-2,-22,0,-0.4,-4,-3,6.4,-2,-44,2
CC(=O)NCc1ccc(C(=O)CSc2nnc(-c3ccncc3)n2Cc2ccccc2)o1,0,-16,0,0.1,1,1,2.8,-4,-17,-12
C=CC[C@@H](CC(=O)NCCO)C(=O)N[C@@H](C)COC(=O)[C@H](CC=C)CC(=O)OC(C)(C)C,0,-7,3,1.4,2,-1,-3.5,1,16,-11
Cc1ccc(OC(=O)c2ccc([N+](=O)[O-])cc2Cl)cn1,1,9,-4,1.3,-2,-4,3.0,-1,-14,0
O=C(c1ccc(Cl)cc1)C(CN1CCCC1)c1ccccc1 (stereo unspecified),-1,-26,-2,-2.8,7,2,2.3,-2,-11,-1

# Rewritten with two lines to a compound: part of the list above.
# The line under a structure holds: CAL-PDZ inh HTS, HTR5A inv ctr, cardiac RTF act, C-LANA FP, HTR5A ag ctr, V-ATPase pHluor, MOR-DOR ag, Keap1-Nrf2 PPI, OPRM1-OPRD1 inv, Cardiac RTF inh
> CC(=O)c1sc2nc(SCC(=O)NCCc3ccccc3)[nH]c(=O)c2c1C
    -2, -27, 0, -1.1, 13*, -3, -7.1, -1, 23, 3
> O=S(=O)(/N=C(/Nc1cccc2ccccc12)c1ccc(F)cc1)c1ccccc1
    -6, 11, 1, -1.0, 1, 0, 1.1, 1, -6, -17
> C/C(NCCN1CCOCC1)=C(\C#N)C(N)=O
    -6, -24, -2, 0.1, -2, 0, -1.4, 2, 8, -1
> Cc1ccc(C(=O)N2CCC3(CC2)Oc2ccc(Cl)cc2C(=O)C32CC(c3cccnc3)=NO2)s1 (stereo unspecified)
    2, -23, 8, 1.0, 4, -5, -2.5, -4, 11, -3
> CCCCn1c(N)c(N(Cc2ccccc2OC)C(=O)C(C)Oc2ccc(Br)cc2)c(=O)[nH]c1=O (stereo unspecified)
    -1, -31, -1, -5.5, 11, 1, -1.7, -1, 7, -3

# The main list resumes, repeating the 2 entries before the break.
SMILES,CAL-PDZ inh HTS,HTR5A inv ctr,cardiac RTF act,C-LANA FP,HTR5A ag ctr,V-ATPase pHluor,MOR-DOR ag,Keap1-Nrf2 PPI,OPRM1-OPRD1 inv,Cardiac RTF inh
Cc1ccc(OC(=O)c2ccc([N+](=O)[O-])cc2Cl)cn1,1,9,-4,1.3,-2,-4,3.0,-1,-14,0
O=C(c1ccc(Cl)cc1)C(CN1CCCC1)c1ccccc1 (stereo unspecified),-1,-26,-2,-2.8,7,2,2.3,-2,-11,-1
CCc1ccc(CNC(=O)C2CC(=O)N(C3CCCC3)C2)cc1 (stereo unspecified),-1,-25,-3,0.8,-5,-3,-2.8,-2,14,-12
Cc1ccc(Nc2nc(COC(=O)COc3ccc(C=O)cc3)cs2)cc1,1,-12,3,-1.6,1,0,0.5,-4,-3,-5
CC1(C)Cc2nc3sc4c(=O)n(Cc5ccccc5)cnc4c3cc2CS1,-2,-20,1,-0.3,7,-2,1.7,-5,-9,-11
O=C(NC1CC2CCC(C1)N2Cc1ccccc1)c1ccccc1Cl (stereo unspecified),-2,-5,3,1.8,2,1,-0.2,-1,1,-16
COC(=O)c1cc(OC)c(OC)cc1NC(=O)Cc1ccccc1[N+](=O)[O-],-1,-11,9,-3.9,3,1,1.5,-2,-9,-11
Fc1ccc2c(-c3cccc(C(F)(F)F)c3)c(-c3ccccc3)ncc2c1,1,13,0,-2.7,1,8,3.3,-9,-18,-1
O=C(Nc1nc2ccccc2s1)C1CC(=O)N(c2ccccc2)C1 (stereo unspecified),-2,7,-1,-2.2,1,-4,-0.7,-1,4,-1
Cc1nc2ccc([N+](=O)[O-])cc2c(=O)n1Cc1ccc([N+](=O)[O-])cc1,-3,-26,-3,1.9,7,-3,-0.5,-2,2,-1
Cc1cc(C)n2nc(C(=O)OCC(=O)N(C)C3CCS(=O)(=O)C3)nc2n1 (stereo unspecified),.,9,3,-1.0,4,4,-4.0,4,15,-6
O=C(NCc1ccco1)c1ccc2c(c1)CCO2,-5,-11,-1,-1.3,-1,-2,-2.5,-7,13,0
O=C(CN1C(=O)CCC1=O)Nc1ccc2c3c(cccc13)CC2,-2,-2,1,4.4,-4,0,0.1,-3,0,-10
COCCCNC(=O)c1ccc(C2SCC(=O)N2Cc2ccco2)cc1 (stereo unspecified),-5,-3,-1,-1.9,2,2,0.3,-5,-2,-9
COc1ccccc1C(=O)Nc1ncc2c(n1)CC(c1ccco1)CC2=O (stereo unspecified),-3,-1,1,-0.7,-5,-4,-0.8,-1,4,3
Cc1c(C#N)c2ccccc2n1C,-3,-9,2,0.6,6,1,-1.4,0,7,-4
O=C(/C=C/c1ccco1)NCc1ccccn1,-3,-28,6,1.5,-2,-1,0.0,-4,0,3
CCOc1ccc(-n2nc3c(=S)[nH]nc(C)c3c2C)cc1,-2,11,0,8.5,-1,2,-1.3,1,8,1
COc1ccc(Cc2nnnn2CC(=O)O)cc1,0,-19,-3,0.3,5,-4,-0.9,4,5,-9
CCCc1cc(=O)oc2cc(OCC(=O)NC3CCN(Cc4ccccc4)CC3)ccc12,5,0,-6,1.7,-1,7,-0.3,-6,2,-5
COc1ccc2nc(SCC(=O)Nc3ccc(S(=O)(=O)N4CCCC4)cc3)c(C#N)cc2c1,0,1,-3,0.0,1,3,-2.8,-12,14,-8
C=CCn1c(SCc2ccc(C#N)cc2)nnc1-c1ccc(C)cc1,-1,-15,1,-0.6,4,-1,-2.3,-3,12,-3
CCOc1ccc(CCNC(=O)C(C)n2nc(C)n3c(cc4occc43)c2=O)cc1OCC (stereo unspecified),-3,6,3,-0.2,-1,2,-1.0,-2,6,-8
CN(CCCC1CCCC1)C(=O)c1cc(COc2ccc(F)c(F)c2)on1,-2,18,-5,0.2,0,0,1.1,-3,-5,2
Cc1ccc(C(=O)NCC(c2ccco2)N2CCOCC2)cc1 (stereo unspecified),-2,1,-4,1.0,0,-1,-2.1,-1,13,-6
COc1cc(C(=O)Nc2c(C)cc(C)cc2C)c(-n2cnnn2)cc1OC,-3,10,1,0.9,0,4,-3.8,-3,19,15

# Another view of part of the listing above.
SMILES: CCOc1ccc(-n2nc3c(=S)[nH]nc(C)c3c2C)cc1
  CAL-PDZ inh HTS = -2 | HTR5A inv ctr = 11 | cardiac RTF act = 0 | C-LANA FP = 8.5 | HTR5A ag ctr = -1 | V-ATPase pHluor = 2 | MOR-DOR ag = -1.3 | Keap1-Nrf2 PPI = 1 | OPRM1-OPRD1 inv = 8 | Cardiac RTF inh = 1

SMILES: COc1ccc(Cc2nnnn2CC(=O)O)cc1
  CAL-PDZ inh HTS = 0 | HTR5A inv ctr = -19 | cardiac RTF act = -3 | C-LANA FP = 0.3 | HTR5A ag ctr = 5 | V-ATPase pHluor = -4 | MOR-DOR ag = -0.9 | Keap1-Nrf2 PPI = 4 | OPRM1-OPRD1 inv = 5 | Cardiac RTF inh = -9

SMILES: CCCc1cc(=O)oc2cc(OCC(=O)NC3CCN(Cc4ccccc4)CC3)ccc12
  CAL-PDZ inh HTS = 5 | HTR5A inv ctr = 0 | cardiac RTF act = -6 | C-LANA FP = 1.7 | HTR5A ag ctr = -1 | V-ATPase pHluor = 7 | MOR-DOR ag = -0.3 | Keap1-Nrf2 PPI = -6 | OPRM1-OPRD1 inv = 2 | Cardiac RTF inh = -5
